Screens as filed in PubChem BioAssay.
TROY signal inh: TROY signaling inhibition | Q293 LMP1-TROYcd NF-kB luciferase reporter, 4 h | inhibition, % at 10 µM | 360,000 compounds, 0.98% hits;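 active = compounds whose plate-normalised and pattern-corrected inhibition of the luciferase reporter signal at the single screening dose is 50% or more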
Peg3 promoter: reduces Peg3 promoter-driven luciferase expression in HeLa; AID 588405; 360,000 compounds, 1.7% hits; HeLa PEG-Prom luciferase reporter, luminescence, overnight; inhibition, % at 20 µM;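 active = inhibition of at least 50% at 20 µM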
MITF TRPM1 inh: inhibitors of MITF-driven TRPM1 promoter in melanoma cells; SK-MEL-5 TRPM1 promoter luciferase, 24 h; inhibition, % at 12.5 µM; 330,000 compounds, 0.83% hits;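 active = mean inhibition across replicates of 60% or more, whatever share of single replicates reaches that level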; also: values of inactives mirror those of a sister screen read the other way
HIF-2a inh: blocks HIF-2a reporter activity | 786-0 RCC cells HIF-2a reporter, luciferase luminescence, overnight | inhibition, % at 18.8 µM | 360,000 compounds, 0.72% hits;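 active = inhibition of the luminescence signal of 40% or more relative to plate controls, in a single-dose primary screen at 18.75 µM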
C8 TRAIL sens: sensitizes caspase-8 expressing cells to TRAIL | NB7+C8 cells + TRAIL, ATPlite viability luminescence | inhibition (viability loss, TRAIL sensitization), % at 10 µM | 360,000 compounds, 1% hits | AID 624354;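 active = compounds causing at least 50% loss of cell viability in the single-dose screen, relative to plate controls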
CF NFkB block: cystic fibrosis NF-kB activation inhibition; KKLEB NF-kB-GFP reporter, PAF-induced, GFP fluorescence overnight; inhibition, % at 5 µM; 360,000 compounds, 0.86% hits;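 active = at least 50% inhibition at 5 µM, scaled per plate between neutral and stimulator controls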;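 also: PAF is a Pseudomonas aeruginosa culture filtrate used as stimulus; plate controls were PAF-stimulated DMSO wells for no effect and unstimulated DMSO wells for full effect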
Shn3 inh set2: Schnurri-3 reporter inhibition in Clone20 osteoblasts; inhibition, % at 12.5 µM; 360,000 compounds, 0.52% hits; Clone20 osteoblast Shn3 3'UTR firefly luciferase, 24 h;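 active = mean inhibition of at least 75% with every replicate also reaching 75%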;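 also: 0% = median of neutral control wells and 100% = pilot-screen positive control compound; some compounds past the cut are filed as inactive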
TWEAK Fn14 block: inhibitors of TWEAK-Fn14 interaction signaling; TWEAK-stimulated Fn14 reporter cells, luciferase luminescence, 8 h; inhibition, % at 10 µM; 360,000 compounds, 2% hits; AID 1159606; in the data active = inhibition above about 50%
NR2E3 ag-1: human photoreceptor-specific nuclear receptor agonism; Q9Y5X4; CHO-S Gal4-NCOR/VP16-NR2E3 two-hybrid, luciferase; 360,000 compounds, 0.35% hits; AID 602229; inhibition of corepressor binding, % at 3.98 µM;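 active = inhibition above the mean of all tested compounds plus 3 SD, cut at about 70% in these data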;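 also: 0% = DMSO with NR2E3 transfected cells and 100% = cells lacking NR2E3 construct; higher means lower luciferase signal from less NR2E3 corepressor binding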
Target sequence (Q9Y5X4 whole entry, looked up, the tested form may be a part): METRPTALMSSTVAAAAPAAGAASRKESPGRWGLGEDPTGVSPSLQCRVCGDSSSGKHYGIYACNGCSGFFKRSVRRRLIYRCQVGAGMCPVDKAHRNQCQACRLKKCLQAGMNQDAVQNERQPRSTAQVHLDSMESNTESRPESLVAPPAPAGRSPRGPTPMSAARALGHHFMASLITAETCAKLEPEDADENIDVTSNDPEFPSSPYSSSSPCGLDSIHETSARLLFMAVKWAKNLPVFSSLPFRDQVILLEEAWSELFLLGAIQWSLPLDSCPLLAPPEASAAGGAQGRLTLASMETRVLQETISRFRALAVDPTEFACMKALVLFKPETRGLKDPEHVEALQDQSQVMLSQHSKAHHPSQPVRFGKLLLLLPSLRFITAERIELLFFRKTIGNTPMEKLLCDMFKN
NR2E3 ag-2: NR2E3 (human) agonism. Q9Y5X4. GST-NR2E3/biotin-RetCOR TR-FRET, 1536-well. inhibition of corepressor binding, % at 4.78 µM. 320,000 compounds, 0.12% hits. AID 2300;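 active = percent inhibition above the cutoff of mean plus 3 SD of all tested compounds, set per screening campaign, cut at about 20% in these data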;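 also: 0% = DMSO wells and 100% = biotin wells as full block of FRET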
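Test system – NR2E3–RetCOR corepressor complex · Quantity – NR2E3 fusion 1.35 nM · Buffer or medium – Tris pH 7.5 · Incubation – Compound–protein incubation for 5 h at 4 °C · Technique – TR-FRET, Eu(K)-anti-GST donor, streptavidin-D2 acceptor, ex 340, em 617/671 nm · Evaluation – percent inhibition of 671/617 nm emission ratio versus biotin and DMSO controls · Plate – 1536-well format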
KKLEB cytotox: CF airway cell cytotoxicity counter-screen. KKLEB CF airway cells viability, ATPlite luminescence, overnight; stronger effect = lower value; cells stimulated with P. aeruginosa culture filtrate. activity change (cytotoxicity), % at 5 µM. 360,000 compounds, 0.36% hits;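 active = corrected activity change at or below -50% at 5 µM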
An asterisk follows results filed as active; x = not tested or not shown. Only part of the results is shown; the hit share may differ from the screen's.

SMILES	TROY signal inh	Peg3 promoter	MITF TRPM1 inh	HIF-2a inh	C8 TRAIL sens	CF NFkB block	Shn3 inh set2	TWEAK Fn14 block	NR2E3 ag-1	NR2E3 ag-2	KKLEB cytotox
CC1SC2(NC1=O)C1CC3CC(C1)CC2C3 (stereo not given)	-2	13	9	19	-4	6	-32	-4	-9	0	3
COc1ccc(C(CC(=O)N2CCCCC2)c2c(OC)cc(OC)c3ccc(=O)oc23)cc1 (stereo not given)	9	-1	4	1	-6	-20	-26	5	-7	1	-3
CCc1noc(C)c1C(=O)OCC(=O)Nc1ncc(Cl)cc1Cl	0	10	8	1	14	23	10	3	4	0	-13
O=C(/C=C/c1ccc(Cl)cc1Cl)Nc1ccc(CN2CCOCC2)cc1	34	-54	8	-140	31	8	9	49	-20	-1	-14
COc1cc(C(=O)N2CCN(C(=O)C3CC3)CC2)cc(OC)c1OC	-7	6	-6	17	7	10	0	-8	-9	4	1
CCOc1c(CNCCN2CCOCC2)cccc1OC	8	12	7	2	0	10	-9	7	12	0	0
CCOC(=O)C(C(=O)OCC)C(c1ccccc1)N1CCN(c2ccccc2)CC1 (stereo not given)	-8	34	7	3	0	14	5	16	16	x	-1
CC(=O)c1ccc(N2CCN(C(=O)Nc3ccc(C)cc3)CC2)cc1	11	7	6	13	32	-3	29	-14	-5	-2	-7
CCOc1cc(C(=O)Nc2ccc(S(=O)(=O)Nc3onc(C)c3C)cc2)cc(OCC)c1OCC	13	2	6	10	0	10	-7	7	-24	x	-9
CCCCN(CC)CCCNC(=O)c1csc2c1CCCCC2	4	9	-5	-1	0	8	1	-22	-12	2	-9
O=C(/C=C/c1ccccc1Cl)c1ccc(O)cc1	4	-71	-12	-237	28	59*	-9	44	-82	1	-10
COc1cccc(C(=O)Nc2c3c(nc4c2CCC4)CCCC3)c1	-29	1	-10	-2	13	-9	13	11	-8	1	8
Cc1c(C(=O)NCc2ccccc2C(F)(F)F)sc(=O)n1Cc1ccc(F)cc1	2	23	x	-10	-1	-10	2	-21	22	x	-2
COC(=O)c1ccc(NC(=O)Nc2ccc(F)c(Cl)c2)cc1	40	-117	-17	-255	5	21	-13	-38	-35	-3	-5
CCN1C(=O)CC(N2CCC(C(=O)N3CCOCC3)CC2)C1=O (stereo not given)	12	7	-2	9	27	-3	9	17	-6	2	-9
CCCSC1=C(C#N)C(c2cccnc2)C(C(=O)OCC)=C(c2ccccc2)N1 (stereo not given)	-24	22	12	10	0	-5	-24	0	-6	-2	0
COc1cc2oc(=O)cc(-c3ccc(-c4ccc(F)c(Cl)c4)cc3)c2c(OC)c1OC	12	9	1	0	3	17	-6	12	0	x	-4
CCC(=O)Nc1cc(C(=O)O)ccc1Sc1ccc(Cl)cc1	17	9	-1	20	0	-13	74	0	-4	0	3
Cc1ccc2cc3cc(C(=O)N(CC(=O)NC4CCCC4)c4cccc(C)c4C)sc3nc2c1	17	16	-6	5	-10	11	22	20	4	3	-11
COc1ccc2c(c1)[nH]c1c(=O)n(CCC3=CCCCC3)cnc12	-29	-38	-19	-10	11	17	-24	-2	-23	2	-18
CC(C)N(Cc1nc(-c2ccc(Cl)cc2)no1)C(=O)/C=C/c1ccccc1	-16	17	-10	5	-8	21	7	-8	-12	-2	-6
CCOC(=O)c1nnn(-c2nonc2NC(C)=O)c1C	3	12	6	3	-9	-21	1	1	0	2	11
COc1ccccc1OCCn1cc(/C=N/n2cnnc2)c2ccccc21	-3	29	0	13	4	-6	9	-2	-21	3	8
COc1ccc(-c2c(C)cc3oc(=O)cc(-c4ccccc4)c3c2C)cc1	-2	9	2	3	-8	37	10	-17	-7	x	-20
Cn1c(OCc2ccc3c(c2)OCO3)nc2c1c(=O)n(Cc1cccc(Cl)c1)c(=O)n2C	0	5	2	8	22	4	-8	-7	-11	-6	-2

Ordered by molar mass (high to low): some entries from above
SMILES	TROY signal inh	Peg3 promoter	MITF TRPM1 inh	HIF-2a inh	C8 TRAIL sens	CF NFkB block	Shn3 inh set2	TWEAK Fn14 block	NR2E3 ag-1	NR2E3 ag-2	KKLEB cytotox
CCOC(=O)C(C(=O)OCC)C(c1ccccc1)N1CCN(c2ccccc2)CC1 (stereo not given)	-8	34	7	3	0	14	5	16	16	x	-1
CCc1noc(C)c1C(=O)OCC(=O)Nc1ncc(Cl)cc1Cl	0	10	8	1	14	23	10	3	4	0	-13
COC(=O)c1ccc(NC(=O)Nc2ccc(F)c(Cl)c2)cc1	40	-117	-17	-255	5	21	-13	-38	-35	-3	-5

Back to the main list, repeating the four entries before the break.
SMILES	TROY signal inh	Peg3 promoter	MITF TRPM1 inh	HIF-2a inh	C8 TRAIL sens	CF NFkB block	Shn3 inh set2	TWEAK Fn14 block	NR2E3 ag-1	NR2E3 ag-2	KKLEB cytotox
CCOC(=O)c1nnn(-c2nonc2NC(C)=O)c1C	3	12	6	3	-9	-21	1	1	0	2	11
COc1ccccc1OCCn1cc(/C=N/n2cnnc2)c2ccccc21	-3	29	0	13	4	-6	9	-2	-21	3	8
COc1ccc(-c2c(C)cc3oc(=O)cc(-c4ccccc4)c3c2C)cc1	-2	9	2	3	-8	37	10	-17	-7	x	-20
Cn1c(OCc2ccc3c(c2)OCO3)nc2c1c(=O)n(Cc1cccc(Cl)c1)c(=O)n2C	0	5	2	8	22	4	-8	-7	-11	-6	-2
O=C(Cn1cnc2ccccc2c1=O)NNC(=O)c1ccccc1F	7	4	-10	10	-2	17	-8	7	-17	x	4
O=C(CSc1cccc2cccnc12)OCC(=O)c1ccc(Br)cc1	10	8	-6	17	-5	8	-7	-10	-2	2	-9
Cn1nnnc1SCC(=O)Nc1ncc(Cl)cc1Cl	-14	-1	-11	5	-7	17	11	6	-38	-1	-2
CC(=O)Nc1ccc(CC(=O)Nc2ccc3c(c2)OC2(CCCC2)O3)cc1	-55	-198	x	-157	-9	5	-32	-26	-66	x	-2
COc1ccc(C(=O)Nc2ccnn2C2CCN(C(=O)c3cccnc3)CC2)cc1	-14	-40	-17	-57	-1	-17	10	-2	-7	0	-2
CCN(CC)c1ccc(S(=O)(=O)N2CCCCC2)cc1NC(=O)C1=COCCO1	-5	23	-1	0	20	6	34	19	4	1	-4
COc1ccc(NC(=O)c2c(N)no[n+]2[O-])cc1	-24	-82	-11	-98	4	22	23	-20	36	-5	3
Cc1nc2c(-c3ccc(F)cc3)cnn2c2c1CCC2	-42	-119	-10	-161	5	31	-42	-15	-89	2	-21
C=CCn1c(SCc2ccc(Cl)cc2)nc2c1c(=O)[nH]c(=O)n2C	-22	9	-24	32	-5	-24	3	-9	-6	0	4
Cc1ccnc(NC(=S)NC(=O)/C=C/c2ccco2)c1	-28	-261	-46	-218	19	12	-45	-8	-60	-4	-6
CCCn1cc(CN2CCc3ccc(NC(=O)C4CCCO4)cc3C2)c(C)n1 (stereo not given)	-1	5	-2	3	-2	9	13	-7	-18	3	4
O=S(=O)(c1ccc(N2CCN(S(=O)(=O)c3ccc4c(c3)OCCO4)CC2)nc1)N1CCCC1	-2	27	-9	3	8	14	40	23	14	3	-16
COc1ccc(C2(c3ccc(OC)cc3)NC(=O)N(CC(=O)N(C)C)C2=O)cc1	2	10	6	10	-2	-12	9	-1	-32	7	3
NC(=O)C(NN=C(c1ccccc1)c1ccccc1)c1ccccc1 (stereo not given)	-11	-7	x	8	-10	-11	6	-4	-10	x	14
Cc1cccc(C)c1NC(=O)C(=O)NCC1CCCN1S(=O)(=O)c1cccs1 (stereo not given)	-16	23	2	7	-10	-1	5	-2	3	2	-7
Cc1ccc(-c2ccc(SCC(=O)N3CCN(c4ccccc4)CC3)nn2)cc1	-23	-58	-6	-104	15	-10	8	32	-4	0	9
CCCCC[C@H](O)/C=C/C1=C(CCCCCCC(=O)O)C(=O)CC1	-3	-11	4	7	30	18	5	11	-10	2	-22
O=C(N/N=C/c1cccnc1)c1cccc(Br)c1	-14	-19	-4	-40	5	20	-15	-29	-29	x	-9
COCCNc1nnc(SC(C)C(=O)Nc2ccc(-c3nc4ccc(C)cc4s3)cc2)s1 (stereo not given)	-6	-264	-65	-173	38	-19	-31	50	-111	-2	2
COc1ccc(C(=O)CSc2nc3cccnc3n2C)cc1	2	-11	-5	-9	19	4	-6	5	-29	5	-3
COc1ccc(CN(C)C[C@@H]2OCCCC[C@H](C)Oc3ccc(NC(=O)Cc4ccccc4)cc3C(=O)N([C@@H](C)CO)C[C@@H]2C)cc1	-1	-10	x	0	14	10	-6	5	-12	x	-3
COc1cccc(NC(=O)CN(C)C(=O)CCNS(=O)(=O)c2ccc(C)cc2)c1	6	8	2	12	-3	25	8	-17	0	2	11
O=C(NCc1ccc(Cl)cc1)C(=O)NCC1OCCN1S(=O)(=O)c1ccc2c(c1)OCCO2 (stereo not given)	-4	1	x	8	1	15	-15	-4	-2	4	2
O=C(Nc1ccccc1C(=O)O)c1cc(S(=O)(=O)NCc2ccccc2)ccc1Cl	38	10	21	3	-9	-9	2	-2	-12	-2	-1
O=C(COC(=O)Cc1ccsc1)NC1CCCCCC1	-1	4	8	3	-10	9	-20	7	-1	0	-4
CCC(=O)C1=C(N2CCCC2)CC(C)(C)CC1=O	-10	18	13	8	3	-2	-10	5	-3	1	5
O=C(COC(=O)c1cc(-c2ccccc2Cl)nc2ccccc12)Nc1ncc(C(F)(F)F)cc1Cl	2	14	-11	13	-3	20	3	19	-9	-1	-14

4 entries drawn at random from those above, as already listed:
SMILES	TROY signal inh	Peg3 promoter	MITF TRPM1 inh	HIF-2a inh	C8 TRAIL sens	CF NFkB block	Shn3 inh set2	TWEAK Fn14 block	NR2E3 ag-1	NR2E3 ag-2	KKLEB cytotox
COc1ccc(CN(C)C[C@@H]2OCCCC[C@H](C)Oc3ccc(NC(=O)Cc4ccccc4)cc3C(=O)N([C@@H](C)CO)C[C@@H]2C)cc1	-1	-10	x	0	14	10	-6	5	-12	x	-3
CCCCC[C@H](O)/C=C/C1=C(CCCCCCC(=O)O)C(=O)CC1	-3	-11	4	7	30	18	5	11	-10	2	-22
COCCNc1nnc(SC(C)C(=O)Nc2ccc(-c3nc4ccc(C)cc4s3)cc2)s1 (stereo not given)	-6	-264	-65	-173	38	-19	-31	50	-111	-2	2
Cc1nc2c(-c3ccc(F)cc3)cnn2c2c1CCC2	-42	-119	-10	-161	5	31	-42	-15	-89	2	-21
